Screening data as filed in PubChem.
TNAP act mid DEA – activators of human TNAP at intermediate phosphate acceptor | P05186 | purified TNAP, CDP-star luminescence, 100 mM DEA, 30 min; active compounds read high; scale: 0 levamisole-inhibited, 1 vehicle-only enzyme | activation factor at 20 µM | 64,000 tested, under 10 active;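 active means activation factor of at least 2 at 20 µM, relative to controls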
MMP-13 inhibitor – MMP13 (human) collagenase inhibition; P45452; MMP-13 fTHP FRET cleavage, Mca fluorescence; inhibition, % at 4 µM; 65,000 compounds, 0.07% hits; AID 570;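 active means inhibition above the mean of compound-free control plate wells plus 3 SD, cut at about 14% in these data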;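 further: 0% = DMSO wells and 100% = wells with reference MMP-13 inhibitor after basal subtraction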
SF1 activator – activators of human nuclear receptor SF-1 | Q13285 | CHO-K1 Gal4-SF-1 LBD luciferase reporter; % increase over DMSO SF-1-specific signal | AID 522 | 65,000 compounds, 1.9% hits | activation, % at 10 µM;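 active means activation above the mean activation of all tested compounds plus 3 SD, cut at about 50% in these data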
Target sequence (Q13285 whole entry, looked up, the tested form may be a part): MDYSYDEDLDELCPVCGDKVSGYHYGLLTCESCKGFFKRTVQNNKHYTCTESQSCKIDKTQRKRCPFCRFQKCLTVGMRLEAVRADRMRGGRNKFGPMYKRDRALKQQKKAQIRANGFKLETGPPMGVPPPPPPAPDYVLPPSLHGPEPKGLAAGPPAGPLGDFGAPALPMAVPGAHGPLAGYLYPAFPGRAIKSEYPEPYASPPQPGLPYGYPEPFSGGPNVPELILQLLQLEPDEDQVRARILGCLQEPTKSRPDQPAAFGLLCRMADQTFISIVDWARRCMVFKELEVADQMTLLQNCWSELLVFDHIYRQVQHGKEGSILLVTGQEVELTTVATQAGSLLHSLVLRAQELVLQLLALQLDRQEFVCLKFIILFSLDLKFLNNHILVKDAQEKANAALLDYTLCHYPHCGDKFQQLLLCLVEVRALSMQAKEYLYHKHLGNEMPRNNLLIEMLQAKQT
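Assay system: CHO-K1 cells co-transfected with Gal4 DBD–human SF-1 LBD, 5xGal4 luciferase reporter / Input: 4,000 cells per well / Incubation: 20 h compound exposure at 37 °C after 1 h cell settling / Detection: SteadyLite luciferase luminescence / Control set: DMSO negative control and −SF1 background wells / Replication: one test per compound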
Autofluor 339 – intrinsic fluorescence of library compounds, ex339/em460 – biochemical, MLSMR library, data from DPM-DC assay, artefact control, profiling panel; fluorescence fold increase at 10 µM; compound autofluorescence, ex339/em460 nm, NADH buffer; active compounds read high; 1 = no-compound wells, NADH background; AID 709; 65,000 compounds, 5.5% hits;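 active means at 10 µM, mean starting fluorescence two-fold or more over control wells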;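 further: signal is the first read of a kinetic run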
HTR1A agonist – 5-HT1a (human) receptor agonism | activation, % at 10 µM | CHO 5-HT1a Ga15 NFAT-bla reporter, FRET ratio; 0% basal, 100% maximal reference agonist | 65,000 compounds, 0.56% hits | AID 567;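 active means activation above the screen-wide mean activation plus 3 SD, cut at about 19% in these data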;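 further: 0% = DMSO wells and 100% = 5-CT at EC100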
Abs 340nm – absorbance at 340 nm; compound absorbance at 340 nm, fold over control; fold change at 10 µM; 65,000 tested, under 10 active; AID 708;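 active means at 10 µM dose, initial 340 nm absorbance at least 2 fold that of control wells; inactive means change under 2 fold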;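 further: initial absorbance extrapolated from kinetic A340 decline of NADH oxidation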
RORA act – activates the human nuclear receptor RORA; P35398; activation, % at 10 µM; CHO-K1 Gal4-RORA LBD luciferase reporter, luminescence; percent increase over mock-subtracted basal signal; 65,000 compounds, 1.5% hits;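 active means activation above the mean of all tested compounds plus 3 SD, cut at about 49% in these data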;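 further: 0% = DMSO-treated RORA cells and 100% = added signal equal to DMSO minus mock-transfected cells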
Target sequence (P35398 whole entry, looked up, the tested form may be a part): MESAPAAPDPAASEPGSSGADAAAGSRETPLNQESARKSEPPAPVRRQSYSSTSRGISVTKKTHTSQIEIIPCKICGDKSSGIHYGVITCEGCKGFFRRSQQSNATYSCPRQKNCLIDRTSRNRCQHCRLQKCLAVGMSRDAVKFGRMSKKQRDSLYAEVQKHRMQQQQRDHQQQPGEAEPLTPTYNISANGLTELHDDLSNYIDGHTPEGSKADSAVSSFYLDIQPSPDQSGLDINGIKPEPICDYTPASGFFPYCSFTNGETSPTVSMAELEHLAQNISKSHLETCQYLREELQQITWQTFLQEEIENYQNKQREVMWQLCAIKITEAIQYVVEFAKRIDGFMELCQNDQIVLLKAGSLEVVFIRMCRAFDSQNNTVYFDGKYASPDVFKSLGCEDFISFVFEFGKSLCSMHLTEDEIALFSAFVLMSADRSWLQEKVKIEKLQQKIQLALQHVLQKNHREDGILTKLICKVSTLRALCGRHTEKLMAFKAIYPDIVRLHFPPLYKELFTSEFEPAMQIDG
NADH coupling – inhibitors of enzymes used to reach an NAD/NADH endpoint | coupled PK/LDH NADH assays, four targets | AID 774 | 65,000 compounds, 0.02% hits | IC50, µM (top dose mostly 10 µM), for the others: top-dose inhibition;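 active means single-dose screening hits from any of four coupled enzyme assays that gave an IC50 when retested across doses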;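 further: the DPM-DC format reads NADH fluorescence rather than 340 nm absorbance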
5-HT1A blocker – antagonists of human 5-HT1a serotonin receptor; inhibition, % at 10 µM; CHO 5-HT1a Ga15 NFAT-bla reporter, antagonist mode; P08908; 62,000 compounds, 0.68% hits; AID 612;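 active means inhibition above the mean of all tested compounds plus 3 SD, cut at about 43% in these data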;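 further: receptor stimulated by 5-CT agonist at 100 nM near EC80; beta-lactamase reporter measured by ratiometric fluorescence of a cleavable substrate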
The depositor's hits bear a star; . = no result given; [ ] = remark or other dose.

SMILES,TNAP act mid DEA,MMP-13 inhibitor,SF1 activator,Autofluor 339,HTR1A agonist,Abs 340nm,RORA act,NADH coupling,5-HT1A blocker
O=S(=O)(Nc1ccc(F)cc1)N1CCCCCC1,1,4,-5,1.1,-0.4,1,0,5%,10
Cc1ccc(NC(=O)N(CCCN2CCOCC2)Cc2cc3cc4c(cc3[nH]c2=O)OCO4)cc1,0.9,-26,-2,2.9*,1.6,1.1,-3,21%,-32
COc1ccc(CCNS(=O)(=O)c2ccc(C3CNC(=O)C3)cc2)cc1OC (configuration not stated),.,1,0,1.1,-4.7,1,1,4%,-15
COc1ccccc1NC(=O)CSc1nc2ncccc2[nH]1,0.8,3,-4,1.1,0.5,1,5,7%,2
CCOC(=O)CNC(=O)CSc1nnc(Cn2c(=O)sc3ccccc32)n1-c1ccccc1C,1,6,7,1.1,-0.2,1,1,3%,-1
CCN(Cc1cc2cc(C)ccc2[nH]c1=O)C(=O)c1cccc(OC)c1,0.9,-8,5,1.6,-0.8,1,4,9%,-10
COC(=O)CSc1nc2sc(C)c(C)c2c(=O)n1C,0.9,0,7,1.1,-0.8,1,-5,5%,1
Cc1cc(C)n(-c2nc(C)nc3c2cnn3-c2ccccc2)n1,0.8,-14,-9,1.3,-0.1,0.99,-1,4%,0
O=C(Nc1nccs1)c1nc(-c2ccccc2)n(-c2ccccc2)n1,0.9,-9,1,1.1,0.2,1.1,-8,2%,-3
COc1ccc2cc(C(c3nnnn3CC3CCCO3)N3CCOCC3)c(=O)[nH]c2c1 (configuration not stated),0.9,-4,-9,1.4,-2.8,1.1,6,7%,-7
CCOC(=O)C1CCN(C(=O)NC23CC4CC(CC(C4)C2)C3)CC1,0.9,5,-6,1.1,-0.4,1,-1,0%,-4
CCN(CCCNC(=O)COc1cc(=O)n(CC)c2ccccc12)Cc1ccccc1,0.9,1,2,1,-5.5,1,6,4%,12

SMILES,TNAP act mid DEA,MMP-13 inhibitor,SF1 activator,Autofluor 339,HTR1A agonist,Abs 340nm,RORA act,NADH coupling,5-HT1A blocker
CCCC(=O)OCC(=O)Nc1cc(C(C)(C)C)nn1-c1ccccc1,0.8,6,4,1.1,-1.7,1,4,6%,-5
COc1cccc(OC)c1C(=O)N1CCN(S(=O)(=O)c2ccccc2)CC1,0.9,3,-24,1,2.4,1,-6,2%,-9
CCCc1cc(=O)oc2cc(C)c(CN3CCCC3)c(O)c12,0.9,-1,3,1.2,0.5,1.1,-8,2%,10
CS(=O)(=O)N(CC(=O)N1CCN(c2ccccc2F)CC1)c1cc(C(F)(F)F)ccc1Cl,1,.,.,1.1,.,1.1,.,4%,.
CCOCCCNC(=O)C1CCCN1S(=O)(=O)c1ccc(Cl)cc1 (configuration not stated),0.9,5,0,1.1,-1.5,1,-24,2%,-4
CCOC(=O)c1[nH]c2ccc(F)cc2c1NC(=O)c1cc(OC)c(OC)c(OC)c1,1,0,16,1.2,-0.9,1,10,9%,-6
COC(=O)CN(C)C1CC(=O)N(c2ccc(Cl)cc2)C1=O (configuration not stated),1.1,-1,10,1.1,-2.5,1,3,9%,1
CCc1ccc(NC(=O)c2ccc3c(c2)C(=O)N(Cc2ccco2)C3=O)cc1,0.9,5,28,1.2,-1.2,1.1,19,1%,-16
CCc1nnc(SCC(=O)Nc2ccccc2)nc1CC,0.8,0,-5,1,-4.2,1,-14,7%,-11
CCc1nccn1S(=O)(=O)c1cc(Br)ccc1OC,1,.,.,1.1,.,1,.,3%,.
CCOC(=O)c1c(C)[nH]c(C)c1C(=O)COC(=O)c1cccc(S(=O)(=O)NC)c1,0.9,7,1,1.1,-2.7,0.99,-4,7%,9
CCCCc1c(O)nc(SCC(=O)NCC2CCCO2)[nH]c1=O (configuration not stated),0.9,2,3,1.1,5.9,0.97,-11,7%,2

Filtered by structure, the entries above with two or more sulfur atoms (two)
SMILES,TNAP act mid DEA,MMP-13 inhibitor,SF1 activator,Autofluor 339,HTR1A agonist,Abs 340nm,RORA act,NADH coupling,5-HT1A blocker
CCOC(=O)CNC(=O)CSc1nnc(Cn2c(=O)sc3ccccc32)n1-c1ccccc1C,1,6,7,1.1,-0.2,1,1,3%,-1
COC(=O)CSc1nc2sc(C)c(C)c2c(=O)n1C,0.9,0,7,1.1,-0.8,1,-5,5%,1

The list continues.
SMILES,TNAP act mid DEA,MMP-13 inhibitor,SF1 activator,Autofluor 339,HTR1A agonist,Abs 340nm,RORA act,NADH coupling,5-HT1A blocker
CCCN(CCC)CCCNS(=O)(=O)c1cc(Br)cc2c1N(C(C)=O)CC2,0.9,1,4,1,-0.4,0.99,-6,7%,10
Cc1ccc(S(=O)(=O)NCc2cn3ccsc3n2)c(C)c1,1,2,-1,1.1,-4.5,0.97,12,4%,15
CCCSC1=C(C#N)C(c2ccccc2C)CC(=O)N1 (configuration not stated),0.8,3,17,0.99,-3.5,0.99,9,6%,4
CN(CC(=O)N1CCCCCC1)S(=O)(=O)c1cccc2cccnc12,1,2,15,1,1.4,1,-5,4%,12
COc1ccc(OC)c(NC(=O)CSc2nnc(CCCO)n2-c2ccccc2)c1,1.1,4,-2,1.1,2.5,1,-14,2%,6
Cc1nc(N2CCN(C)CC2)c2c(C)c(C(=O)Nc3ccc(F)cc3)sc2n1,0.9,-2,-10,1.1,0.5,1.1,2,8%,-8
Cn1c(=O)c2c(nc(Sc3ncccn3)n2Cc2ccc(Cl)cc2)n(C)c1=O,1,0,-2,1.1,-1.9,1,-3,5%,-5
O=c1[nH]c(SCc2ccccc2Cl)nc2c1CCCC2,0.9,3,-14,1.1,1.9,1,-15,2%,-7
O=C(Nc1cccc(NC(=O)N2CCN(c3ccccc3)CC2)c1)N1CCN(c2ccccc2)CC1,0.9,-1,-24,1.1,-2.8,1,-28,5%,-2
c1csc(CNc2ncnc3nc[nH]c23)c1,1.2,6,7,1.1,-0.9,1,-4,6%,3
CCOc1ccc(C2CC(c3ccc(Br)cc3)Nc3nc(N)nn32)cc1 (configuration not stated),1,4,3,1.2,0.1,1,3,2%,0
CCS(=O)(=O)N1CCCC(C(=O)NCc2cccc(OC)c2)C1 (configuration not stated),0.9,3,-3,1,-0.5,0.97,-2,2%,-2

SMILES,TNAP act mid DEA,MMP-13 inhibitor,SF1 activator,Autofluor 339,HTR1A agonist,Abs 340nm,RORA act,NADH coupling,5-HT1A blocker
COc1ccc(-c2nc3nc(C)cc(C)n3n2)cc1,1,-162[fluorescence artefact?],31,3.7*,-1.9,1,35,5%[fluoresces],-20
Cc1ccc(C(=O)CSc2nnc(-c3cccnc3)n2N)cc1,0.9,0,11,1,0.6,1,7,2%,-8
CC(C)NC(=O)C1CCN(C(=O)c2cc3sccc3n2Cc2ccc(F)cc2)CC1,0.9,5,-33,1,-0.8,0.96,-17,7%,-2
O=C(CSc1nnc(-c2cccnc2)n1Cc1ccco1)N1CCc2ccccc21,1,2,-2,1,-2.4,0.99,-21,4%,-6
COCCNC(=O)CS(=O)(=O)Cc1nc(-c2ccc(C)cc2)oc1C,1,-5,-6,1,-1.2,1,10,4%,0
CCn1c(CNC(C)=O)nnc1SCC(=O)c1ccc(Br)cc1,0.9,2,0,1.1,-0.1,1.1,-13,5%,-4
CCNC(=O)CN(C1CCCCC1)S(=O)(=O)c1ccc(F)cc1,0.9,0,0,1.1,0.5,1,0,2%,7
Cn1c(=O)n(C/C=C/c2ccccc2)c(=O)c2c1nc1n2CCCN1c1ccc(F)cc1,0.8,1,-7,1.1,-3.9,1,5,4%,0
O=C(NCCc1ccccc1)C1CCN(S(=O)(=O)c2cccnc2)CC1,1,0,24,1,-2.0,1,-10,5%,-12
CN(C)C(CNC(=O)NC1CCCCC1)c1cccnc1 (configuration not stated),0.9,3,13,1.1,2.2,1,-3,5%,5
Cc1ccccc1NC(=O)C1CCCN(S(=O)(=O)c2cccc3cccnc23)C1 (configuration not stated),0.8,0,14,1.1,-2.9,1,5,3%,2
Cc1noc(C)c1COC(=O)CCc1ccc(S(=O)(=O)N2CCCCC2)cc1,1,-4,11,1.2,0.8,0.99,0,8%,-2

SMILES,TNAP act mid DEA,MMP-13 inhibitor,SF1 activator,Autofluor 339,HTR1A agonist,Abs 340nm,RORA act,NADH coupling,5-HT1A blocker
COc1ccc(/C=N/O)cc1COc1ccc(NC(C)=O)cc1,0.9,3,1,1,0.1,0.99,12,4%,2
O=C(NCC(c1cccnc1)N1CCN(c2ccccc2)CC1)c1ccco1 (configuration not stated),.,2,25,1.1,-0.4,1,-17,6%,4
COc1ccc(NC(=O)c2oc3ccccc3c2NC(=O)C2CC2)cc1,1,-7,-2,1.4,-0.5,1.1,-10,5%,0
COc1ccc(Cn2c(C)nc3oc4cc(OC)ccc4c(=O)c3c2=O)cc1,0.9,1,-1,1.1,-3.8,1.1,-5,2%,-4
O=C(Cc1cccs1)NCc1ccncc1,1,4,-10,1.1,-1.3,0.98,-6,5%,3
Cn1c(=O)c2c3c(sc2n2c(SCC(N)=O)nnc12)CC(C(C)(C)C)CC3 (configuration not stated),1,-12,6,1.1,2.7,1,-6,1%,.
O=S(=O)(c1ccc(S(=O)(=O)N(Cc2ccc(F)cc2)C2CCCC2)cc1)N1CCCC1,0.9,4,6,1.1,1.4,0.96,-10,4%,29
Cc1cc(C)n(C(=O)c2ccc(S(=O)(=O)N3CCCC3)cc2)n1,0.9,2,-2,1.1,-1.6,1,-12,4%,-6
c1ccc2sc(Cc3nnc4n3CCCCC4)nc2c1,0.9,-11,7,1.1,-3.3,1.1,-10,3%,11
O=C(c1ccccc1-c1nc2ccccc2[nH]1)N1CCOCC1,0.9,-7,2,1.1,-2.5,1,-25,5%,10
CCC1CCCCN1CCCNC(=O)Cn1nc(-c2ccc(C)cc2)ccc1=O (configuration not stated),1,2,-18,1.4,-4.4,0.99,2,7%,6
CC1CCCN(C(=O)c2cc(F)c(F)cc2Cl)C1 (configuration not stated),0.8,-2,7,1,-2.7,0.98,-26,2%,-2

SMILES,TNAP act mid DEA,MMP-13 inhibitor,SF1 activator,Autofluor 339,HTR1A agonist,Abs 340nm,RORA act,NADH coupling,5-HT1A blocker
N#Cc1c(N)c(C#N)c(-c2ccc(O)cc2)c2c1CCCC2,0.8,-62[fluorescence artefact?],5,2.9*,-3.0,1,2,3%,4
Cn1c(Cn2c(=O)sc3ccccc32)nnc1SCC(=O)NC1CCCC1,1,-3,-3,0.64,-1.6,1,8,6%,-3
CCCCOC(=O)C1=C(C)Nc2ncnn2C1c1cccc(OC)c1OC (configuration not stated),0.9,2,-2,1,-4.7,0.98,16,4%,6
c1ccc(Cn2nnc3c(N4CCCCCC4)ncnc32)cc1,0.9,-1,-5,1,0.8,0.97,3,3%,-15
COc1cccc(C(=O)NCc2n[nH]c(=S)n2-c2cccc(C)c2)c1,0.9,5,15,1.1,-1.5,0.96,-12,14%,1
CC12CN3CC(C)(CN(C1)C3c1ccccc1Cl)C2O (configuration not stated),1,-2,-7,1,-0.1,1,12,9%,-9
Fc1cccc(Cl)c1CSc1ncn[nH]1,0.8,2,0,1,-1.2,1,1,4%,-18
O=S(=O)(Nc1ccc2nc(C(F)(F)F)[nH]c2c1)c1ccccc1,1,4,-14,1.1,0.0,1,0,8%,-12
COc1cccc(NC(=O)N2CCN(c3ccc(C(F)(F)F)cn3)CC2)c1,0.9,-43,-18,1.3,-2.1,1,-6,3%,5
Cc1ccc(CNC(=O)CCc2c(C)nc3ncnn3c2C)cc1,0.9,-3,-16,1.1,-2.0,1,-16,3%,-1
COc1ccc(S(=O)(=O)Cc2ccc(C(=O)N3CCN(c4ccccn4)CC3)o2)cc1,0.9,6,1,1.1,0.5,1,-5,0%,0
CCCn1c(SCC(=O)c2cc(OC)ccc2OC)nnc1-c1ccco1,0.9,1,-11,1.1,2.2,1,-6,10%,8
